Compound activity as filed in PubChem.
D1 antag: antagonists of human D1 dopamine receptor; P21728; HEK293 TREx D1 cells, calcium flux, dopamine EC80; stronger effect = lower value; activity change, negative = inhibition, % at 10 µM; 3.2% of 360,000 active; in the data active = activity change below about -30%; note: % is set by controls: 0 for no effect and ±100 for the full control effect
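Tetracycline-induced HEK293 Trex D1 cells, force-coupled to calcium, dye-loaded; compounds added and read 180 s, then EC80 dopamine added and calcium flux tracked kinetically another 180 s.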
D1 potentiator: enhances dopamine response at the human D1 receptor; potentiation, % at 10 µM; AID 504651; HEK293 TREx D1 cells, calcium flux, dopamine EC20 potentiation; 0.036% of 360,000 active; in the data active = potentiation above about 30%; note: 0% is about no effect
TRHR enhancer: allosterically enhances the human TRH receptor; TRHR cells, fluo-8 calcium fluorescence, EC20 TRH enhancement; enhancement, % at 2 µM; 0.66% of 360,000 active; AID 493056; in the data active = enhancement above about 30%; note: 0% is about no effect
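TRHR-expressing cells loaded with fluo-8 calcium dye were read kinetically (ex 480/em 530) during compound addition, then stimulated with an EC20 of TRH (10 nM final). Enhancement of the Gq-mediated intracellular calcium response was scored.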
RXFP1 antag: blocks the human relaxin receptor RXFP1 | activity change, negative = inhibition, % at 57.5 µM | HEK293-RXFP1, relaxin-stimulated cAMP HTRF, 30 min; stronger effect = lower value | AID 1259400 | 0.59% of 350,000 active;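 active = activity change of -60% or lower, but not beyond a set lower limit; inconclusive = change between -60% and -40%, or beyond the set limit; inactive = change above -40%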; note: % is set by controls: 0 for no effect and ±100 for the full control effect
Target sequence (Q9HBX9 whole entry, looked up): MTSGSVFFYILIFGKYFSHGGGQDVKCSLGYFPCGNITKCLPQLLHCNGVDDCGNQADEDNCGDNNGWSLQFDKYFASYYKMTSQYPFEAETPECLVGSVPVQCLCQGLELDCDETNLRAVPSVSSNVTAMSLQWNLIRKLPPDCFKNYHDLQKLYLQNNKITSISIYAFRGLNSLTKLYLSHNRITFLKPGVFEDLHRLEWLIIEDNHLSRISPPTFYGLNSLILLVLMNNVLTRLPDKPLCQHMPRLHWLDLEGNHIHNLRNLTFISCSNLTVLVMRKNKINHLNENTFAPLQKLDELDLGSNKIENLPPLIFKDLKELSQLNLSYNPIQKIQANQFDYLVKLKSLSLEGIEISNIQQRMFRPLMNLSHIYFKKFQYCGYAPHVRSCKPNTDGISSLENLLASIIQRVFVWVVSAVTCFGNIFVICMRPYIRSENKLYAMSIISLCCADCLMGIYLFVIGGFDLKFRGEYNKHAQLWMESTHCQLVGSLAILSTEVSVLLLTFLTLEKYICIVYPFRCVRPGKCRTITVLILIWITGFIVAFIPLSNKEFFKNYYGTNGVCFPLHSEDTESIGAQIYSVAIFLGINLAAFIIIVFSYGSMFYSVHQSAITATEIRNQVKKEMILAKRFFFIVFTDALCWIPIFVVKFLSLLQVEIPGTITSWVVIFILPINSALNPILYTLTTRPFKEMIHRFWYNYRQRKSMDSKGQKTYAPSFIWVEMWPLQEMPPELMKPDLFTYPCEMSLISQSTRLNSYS
D2 potentiator: positive allosteric modulators of human D2 dopamine receptor | P14416 | HEK293 T-REx D2, calcium flux, EC20 dopamine potentiation | potentiation, % at 10 µM | 0.34% of 340,000 active;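 active = potentiation over 3 SD above the plate norm, cut at about 30% in these data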; note: 0% is about no effect
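Potentiation of an EC20 dopamine calcium response is measured in a force-coupled, tetracycline-inducible Hek293 Trex D2 line. Compound-only kinetic reads over 180 s flag agonists before dopamine addition.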
D2 antagonist: D2 dopamine receptor (human) antagonism; AID 485344; HEK293 TREx D2 cells, calcium flux, dopamine EC80; inhibition, % at 10 µM; P14416; 2% of 340,000 active; in the data active = inhibition above about 30%; note: 0% is about no effect
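Calcium flux kinetic readout in an inducible HEK293 TREx D2 line plated overnight at 30 C. After 180 s compound exposure, an EC80 dopamine challenge follows with another 180 s kinetic read to detect antagonism.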
D1 ag: agonists of human D1 dopamine receptor | P21728 | HEK293 T-REx D1 cells, calcium flux, agonist mode | activation, % at 2 µM | 1% of 360,000 active | AID 504660; note: 0% is about no effect
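Tetracycline-induced HEK293 TREx D1 cells, force-coupled to calcium signalling, were dye-loaded with a no-wash calcium kit. Compound was pin-added after a 10 s baseline. Fluorescence was read kinetically at 1 cycle/s for 180 s, with calcium rises flagged as agonism.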
TRHR ag: agonists of human TRH receptor | 0.18% of 360,000 active | P34981 | activation, % at 2 µM | TRHR cells, calcium flux fluo-8, FDSS agonist mode | AID 493084; note: 0% is about no effect
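Read-out: compound-evoked intracellular calcium rise in TRHR cells, fluo-8 dye, kinetic FDSS fluorescence at 1 s/cycle following a 10-cycle baseline. Cells cultured overnight before dye loading (30 min–1.5 h, RT).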
D2 agonist: agonists of human D2 dopamine receptor | P14416 | HEK293 T-REx D2 cells, calcium flux agonist mode | activation, % at 2 µM | 0.53% of 340,000 active | AID 485358;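 active = activation over 3 SD above normal in the single-dose calcium agonist read, cut at about 30% in these data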; note: 0% is about no effect
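Calcium-flux readout, 1 cycle/sec over 180 s following compound pin transfer, in inducible HEK293 Trex D2 cells (force-coupled); dopamine controls included. Positive calcium responses during this window marked compounds as potential agonists.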
* = called active by the depositor; ? = inconclusive; . = not tested or not shown. Cut-off read from the data, not from the text of the source, unless noted: active = activation above about 30%; inactive = the rest.

| SMILES | D1 antag | D1 potentiator | TRHR enhancer | RXFP1 antag | D2 potentiator | D2 antagonist | D1 ag | TRHR ag | D2 agonist |
| --- | --- | --- | --- | --- | --- | --- | --- | --- | --- |
| Cc1ccccc1S(=O)(=O)Cc1ccc(C(=O)N(C)C2CCCCC2)o1 | 14 | -5 | 13 | -5 | 4 | -8 | -1 | -0.3 | 0.8 |
| O=C1CC(c2nc3ccccc3n2CCC2CCCCC2)CN1c1ccccc1Cl (stereo not drawn) | 9 | 2 | -2 | -17 | 16 | . | 8 | -1.2 | 0.4 |
| CC(=O)Nc1ccccc1-c1nnn(CC(=O)Nc2ccc3c(c2)OCCO3)n1 | -23 | 3 | 16 | -10 | -2 | -3 | 7 | 0.3 | 1.1 |
| COc1ccc(/C=N/NC(=O)c2ccoc2C)cc1CN1CCN(c2ccc(F)cc2)CC1 | -14 | -9 | 1 | 3 | 5 | 8 | 0 | -1.0 | -0.4 |
| COc1ccc(C(=O)NC(C(=O)N2CCN(c3ccccc3O)CC2)C(C)C)cc1 (stereo not drawn) | 0 | -4 | 2 | -14 | -14 | -1 | 1 | -1.0 | 0.3 |
| Cc1ccc(-c2nn(-c3cccc(F)c3)cc2CN(Cc2nccn2C)C(C)C)o1 | 1 | -2 | 7 | -12 | -15 | 3 | -1 | -2.7 | -0.8 |
| O=S1(=O)CCC(NC(=S)NC2CCS(=O)(=O)C2)C1 (stereo not drawn) | 0 | -3 | 2 | -4 | -10 | -9 | 3 | -1.1 | -1.4 |
| O=C1C([N+](=O)[O-])=C(O)c2cccc3cccc1c23 | -6 | -9 | 7 | . | 11 | 4 | 5 | -0.3 | -0.1 |
| O=C(Nc1ccc(Cl)cc1)C1CCC(CNS(=O)(=O)c2ccc(Br)s2)CC1 (stereo not drawn) | -21 | -2 | 3 | -26 | . | . | 7 | 1.5 | 1.6 |
| CC(=O)Nc1ccc(S(=O)(=O)N2CCN(C3CCCCCCC3)CC2)cc1 | 0 | 3 | 5 | 2 | 11 | -11 | 15 | -0.4 | -0.2 |
| CCN(c1ccccc1)S(=O)(=O)c1cc(NC(=O)CSc2n[nH]c(=O)[nH]c2=O)ccc1Cl | 15 | -5 | 8 | -4 | 9 | 14 | 1 | 0.0 | 0.1 |
| COC(=O)C(CCSC)NC(=O)c1cc2c(n(-c3ccccc3)c1=O)CCCC2=O (stereo not drawn) | 1 | 0 | 2 | 3 | -8 | -10 | 4 | -0.7 | -0.8 |
| CCN(CC)CCOC(=O)c1cccc2c1-c1ccccc1C2O (stereo not drawn) | 3 | -1 | 1 | -24 | 5 | 5 | 3 | -0.1 | -1.0 |
| CCOc1ccc(Oc2nc(NCC(C)C)nc(NC(C)(C)C)n2)nn1 | 3 | 0 | -2 | -12 | 3 | . | 2 | 2.0 | 4.3 |
| Cc1nc(NCCc2ccc(S(N)(=O)=O)cc2)c2c3c(sc2n1)CCC3 | 1 | 0 | -2 | 11 | -5 | -3 | 0 | -0.6 | -0.9 |

Going on with the list:
| SMILES | D1 antag | D1 potentiator | TRHR enhancer | RXFP1 antag | D2 potentiator | D2 antagonist | D1 ag | TRHR ag | D2 agonist |
| --- | --- | --- | --- | --- | --- | --- | --- | --- | --- |
| C=CCn1c(Cc2c(C)[nH]c3ccccc23)nnc1SCC(=O)NCc1ccc(F)cc1 | -18 | 0 | -4 | 0 | -3 | 8 | 0 | 0.3 | 1.9 |
| COc1ccc(CN(C)S(=O)(=O)c2nnc(NC(=O)c3ccccc3OC)s2)cc1OC | 4 | -2 | 13 | -18 | 1 | -15 | 7 | -0.5 | -0.3 |
| O=c1cc(C(F)(F)F)nc(-c2ccccc2)[nH]1 | -2 | 0 | -1 | 22 | . | . | 2 | 0.3 | . |
| COC(=O)c1ccc(NC(=O)CSc2nc3ccccc3c(=O)[nH]2)cc1 | -11 | -1 | 6 | -2 | 15 | 13 | 3 | 0.4 | 0.9 |
| CCOC(=O)C(Cc1cc(C(C)=O)ccc1OC(C)C)C(=O)OCC | -34* | -2 | -18 | -12 | -4 | 54* | -1 | -1.4 | -2.7 |
| Cc1n[nH]c(=O)c2c(NC(=O)COC(=O)c3ncc(Cl)c(Cl)c3Cl)oc(C)c12 | -12 | 2 | 2 | . | 12 | -6 | -1 | 0.0 | -0.1 |
| COC(=O)c1ccc(NC(C)C(=O)OC)c([N+](=O)[O-])c1 (stereo not drawn) | -14 | 0 | -3 | 1 | -10 | 43* | 1 | 0.2 | -0.8 |
| Cc1ccc(N(C(=O)c2ccc(S(=O)(=O)N3CCCC3)cc2)C2C=CS(=O)(=O)C2)cc1 (stereo not drawn) | 11 | -1 | -3 | -14 | 2 | -2 | 0 | 0.6 | -0.8 |
| Cn1c(N)c(C(=O)COC(=O)COc2ccc(C#N)cc2)c(=O)n(C)c1=O | -4 | 0 | 0 | 0 | 12 | -30 | 14 | 0.6 | -1.3 |
| CC(NC(=O)OCc1ccccc1)C(=O)N1CC(O)CC1C(=O)O (stereo not drawn) | -1 | -3 | -10 | 2 | 18 | 15 | 0 | -0.2 | -2.3 |
| O=C(O)c1ccc(CN2C(=O)c3ccc(C(=O)O)cc3C2=O)cc1 | -6 | -8 | 5 | 11 | 2 | -1 | 2 | -1.0 | -0.9 |
| Cc1nnc2n(c1=O)N=C(c1ccc(Cl)cc1)CS2 | -9 | -3 | 2 | ? | 11 | 9 | 1 | 0.1 | 1.2 |
| COc1ccccc1NC(=O)COC(=O)c1c[nH]c2ccccc12 | -22 | -2 | -8 | -2 | -12 | 3 | 9 | 0.1 | 0.9 |

Already shown: entries from further up.
| SMILES | D1 antag | D1 potentiator | TRHR enhancer | RXFP1 antag | D2 potentiator | D2 antagonist | D1 ag | TRHR ag | D2 agonist |
| --- | --- | --- | --- | --- | --- | --- | --- | --- | --- |
| O=c1cc(C(F)(F)F)nc(-c2ccccc2)[nH]1 | -2 | 0 | -1 | 22 | . | . | 2 | 0.3 | . |
| COC(=O)c1ccc(NC(=O)CSc2nc3ccccc3c(=O)[nH]2)cc1 | -11 | -1 | 6 | -2 | 15 | 13 | 3 | 0.4 | 0.9 |
| CCOC(=O)C(Cc1cc(C(C)=O)ccc1OC(C)C)C(=O)OCC | -34* | -2 | -18 | -12 | -4 | 54* | -1 | -1.4 | -2.7 |
| Cc1n[nH]c(=O)c2c(NC(=O)COC(=O)c3ncc(Cl)c(Cl)c3Cl)oc(C)c12 | -12 | 2 | 2 | . | 12 | -6 | -1 | 0.0 | -0.1 |
| COC(=O)c1ccc(NC(C)C(=O)OC)c([N+](=O)[O-])c1 (stereo not drawn) | -14 | 0 | -3 | 1 | -10 | 43* | 1 | 0.2 | -0.8 |
| Cc1ccc(N(C(=O)c2ccc(S(=O)(=O)N3CCCC3)cc2)C2C=CS(=O)(=O)C2)cc1 (stereo not drawn) | 11 | -1 | -3 | -14 | 2 | -2 | 0 | 0.6 | -0.8 |
| Cn1c(N)c(C(=O)COC(=O)COc2ccc(C#N)cc2)c(=O)n(C)c1=O | -4 | 0 | 0 | 0 | 12 | -30 | 14 | 0.6 | -1.3 |
| CC(NC(=O)OCc1ccccc1)C(=O)N1CC(O)CC1C(=O)O (stereo not drawn) | -1 | -3 | -10 | 2 | 18 | 15 | 0 | -0.2 | -2.3 |
| O=C(O)c1ccc(CN2C(=O)c3ccc(C(=O)O)cc3C2=O)cc1 | -6 | -8 | 5 | 11 | 2 | -1 | 2 | -1.0 | -0.9 |
| Cc1nnc2n(c1=O)N=C(c1ccc(Cl)cc1)CS2 | -9 | -3 | 2 | ? | 11 | 9 | 1 | 0.1 | 1.2 |
| COc1ccccc1NC(=O)COC(=O)c1c[nH]c2ccccc12 | -22 | -2 | -8 | -2 | -12 | 3 | 9 | 0.1 | 0.9 |
